HT1080 viability – cytotoxicity in HT1080 fibrosarcoma cells, cell-based, fluorescence readout (AID 620); cytotoxicity, % at 10 µM; hits with a dose series show EC50 in µM; 87,000 compounds, 0.42% hits; HT1080 viability, fluorescence; higher % means a stronger effect; in the data active means cytotoxicity above about 50%;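 further: cells exposed to compound overnight then 4 h with Alamar Blue; 0% = vehicle DMSO and 100% = killing control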
The depositor's hits bear a star.

`Cc1onc(-c2ccccc2)c1C(=O)NCC1CCN(C(=O)c2c(-c3ccccc3)noc2C)CC1` gave HT1080 viability -6.7%.
COCCCNC(=O)C1CCCN(S(=O)(=O)c2ccc(C)cc2)C1 (configuration not stated) was read as HT1080 viability 9.8%.
CCOc1ccccc1OCCOc1ccccc1OC(C)C was read as HT1080 viability -1.1%.
Screening O=C(CN1C(=O)C2C3C=CC(C3)C2C1=O)Nc1nc(-c2ccccn2)cs1 (configuration not stated) returned HT1080 viability -6.6%.
Screening Cc1ccc(-n2c(C)nc3c(cnn3-c3ccccc3Cl)c2=O)cc1C returned HT1080 viability 2.8%.
Screening Nc1nc(SCc2c(Cl)cccc2Cl)n[nH]1 returned HT1080 viability 8.8%.
Screening Cc1ccc(C)n1-c1ccc(C(=O)O)cc1 returned HT1080 viability -6.6%.
Screening COc1cccc(NC(=O)CSc2ncnc3c2cnn3Cc2ccccc2)c1 returned HT1080 viability 0.2%.
For CC(=O)Nc1ccc2nc(-c3ccncc3)[nH]c2c1 the results were HT1080 viability -1.0%.
For CCN(CC)c1ccc(NC(=O)CN2CCN(S(=O)(=O)c3cc(Cl)ccc3OC)CC2)cc1 the results were HT1080 viability -2.0%.
`COc1ccc(N2CCN(S(=O)(=O)Cc3ccccc3)CC2)cc1` gave HT1080 viability -5.4%.
Screening Cc1cc(C)n(-c2nc(NCCC(C)C)c3c4c(sc3n2)COC(C)(C)C4)n1 returned HT1080 viability -22.6%.
Screening O=C1C(Cl)=C(N2CCOCC2)C(=O)N1c1ccccc1 returned HT1080 viability 8.8%.
For CC1=C(C(=O)OCc2ccccc2)C(c2ccc(C(C)(C)C)cc2)NC(=O)N1CCCCCC(=O)O (configuration not stated) the results were HT1080 viability -31.7%.
For Nc1nc(SCc2ccc(Cl)cc2Cl)ns1 the results were HT1080 viability -13.4%.
Screening COc1ccc(-n2nnnc2SCc2nc3ccccc3s2)cc1 returned HT1080 viability -3.8%.
C=CCOc1c(CNc2ncn[nH]2)cccc1OC was read as HT1080 viability -15.0%.
Screening NC(=O)C1CCN(C(=O)CCSc2ccccc2)CC1 returned HT1080 viability 9.5%.
Screening CCOc1ccc(S(=O)(=O)n2cc(-c3ccccc3)c(N)n2)cc1 returned HT1080 viability -0.2%.
Screening COc1ccc(Cn2c(CCC(=O)Nc3ccc(C)c(C)c3)nc3cccnc32)cc1 returned HT1080 viability 9.7%.

The list goes on; it opens with the 2 that closed the last part.
Screening CCOc1ccc(S(=O)(=O)n2cc(-c3ccccc3)c(N)n2)cc1 returned HT1080 viability -0.2%.
Screening COc1ccc(Cn2c(CCC(=O)Nc3ccc(C)c(C)c3)nc3cccnc32)cc1 returned HT1080 viability 9.7%.
`O=c1c2cc(-c3ccccc3)sc2ncn1-n1cccc1` gave HT1080 viability -4.1%.
Screening C=CCn1c(N)cc(=O)nc1SCC(=O)Nc1cccc2ccccc12 returned HT1080 viability 4.0%.
`O=C(CSc1ccccc1)Nc1ccc(N2CCOCC2)cc1` gave HT1080 viability -12.3%.
COc1ccc(CCN2C(=NC(=O)CC(C)C)SC3CS(=O)(=O)CC32)cc1 (configuration not stated) was read as HT1080 viability -10.7%.
For CC(NC(=O)c1ccco1)c1cccc2ccccc12 (configuration not stated) the results were HT1080 viability -3.9%.
Nc1c(Cl)cc2c(c1Oc1ccccc1)C(=O)c1ccccc1C2=O was read as HT1080 viability -17.0%.
For COc1ccc(NC(=O)C2CCCCN2N)cc1OCC(C)C (configuration not stated) the results were HT1080 viability 13.0%.
For CCc1ccc(C2C(C(=O)O)c3ccccc3C(=O)N2C)cc1 (configuration not stated) the results were HT1080 viability 2.1%.
`O=C1NC2(CCCCC2)C(=O)N1CCS(=O)(=O)Oc1ccccc1` gave HT1080 viability -2.9%.
`CCCC(C(=O)Nc1nccs1)c1ccccc1` (configuration not stated) gave HT1080 viability 10.1%.
Cc1cc(C)n(C(=O)c2nn(C)c(C)c2[N+](=O)[O-])n1 was read as HT1080 viability 9.3%.
CCOC(=O)c1c2c(n(C)c1COC)C(=O)C(=O)c1ccc(Br)cc1-2 was read as HT1080 viability -1.0%.
Screening CCc1c(-c2ccccc2)nc(N)c(C#N)c1-c1cccs1 returned HT1080 viability -11.5%.
Cc1ccc(C(=O)N/N=C/c2sc(=O)n(Cc3cccc(C(=O)O)c3)c2Cl)cc1 was read as HT1080 viability -3.0%.
`CC(C)Cc1nc(SCC(=O)Nc2ccc(S(N)(=O)=O)cc2)n[nH]1` gave HT1080 viability 20.3%.
For CCOC(=O)C1=C(C)N(CCCC(=O)O)C(=O)NC1c1ccc2ccccc2c1 (configuration not stated) the results were HT1080 viability -13.3%.
Screening O=C(COC(=O)c1ccccc1NCc1ccco1)Nc1ccc2c(c1)OCO2 returned HT1080 viability 18.4%.
Screening COCCN(CCOC)C(=O)CC(=O)N(CCOC)CCOC returned HT1080 viability -3.7%.
Screening CCSc1nc2ccccc2c(=O)n1OCC(=O)OC returned HT1080 viability -14.8%.
`Cc1cc(C)n(C(=O)CNc2ccccc2Cl)n1` gave HT1080 viability 6.5%.
`Cc1cccc(NC(=S)NC(NC(=O)c2ccco2)C(Cl)(Cl)Cl)c1` (configuration not stated) gave HT1080 viability -9.8%.
Screening COC(=O)/C(=C/Nc1ccccc1)[N+](=O)[O-] returned HT1080 viability 6.9%.
For CC(C)CNC(=O)CCc1c[nH]c2ccccc12 the results were HT1080 viability 9.1%.
For CC1CCCCC1NC(=O)C1CCN(S(=O)(=O)c2cccc3nsnc23)CC1 (configuration not stated) the results were HT1080 viability 16.1%.
Screening NC(=O)c1ccccc1OCC(=O)NS(=O)(=O)c1ccc(Cl)cc1 returned HT1080 viability -12.8%.
`Cc1ccc2nc(SCc3nnc(-c4ccccc4)o3)[nH]c2c1` gave HT1080 viability 27.0%.
`CCC(=O)c1coc2ccc(O)cc12` gave HT1080 viability -13.6%.
`Cc1cc(=O)[nH]c(SCC(=O)Nc2ccc(C(=O)O)cc2)n1` gave HT1080 viability -13.1%.
Screening COc1ccc(-c2csc(NC(=O)CC(C)C)n2)cc1 returned HT1080 viability 1.2%.
Cc1ccc(Cl)c2c1NC(=O)C2(O)CC(=O)c1ccc(Br)cc1 (configuration not stated) was read as HT1080 viability -81.1%.
`Nc1cccc(-c2nc3ccccc3s2)c1` gave HT1080 viability -18.6%.
Screening CCCN(CCC)C(=O)CSc1nc2ccccc2c(=O)n1CC1COc2ccccc2O1 (configuration not stated) returned HT1080 viability -12.8%.
For Cc1ccc(N=C(NOC(=O)c2ccccc2)c2nonc2N)c(C)c1 the results were HT1080 viability -2.8%.
Cc1cc(-c2ccccc2)nc(N(C)NC(=O)c2ccc(Cl)cc2)c1S(C)(=O)=O was read as HT1080 viability 4.4%.
`C/C(=C\C(=O)c1ccccc1)Nc1ccc(N2CCOCC2)cc1` gave HT1080 viability -6.6%.
O=C(NC(=S)NNC(=O)c1ccccc1[N+](=O)[O-])c1ccccc1 was read as HT1080 viability 4.0%.
CCCC(C)NS(=O)(=O)c1ccc(OC)c(C)c1 (configuration not stated) was read as HT1080 viability 1.5%.
Screening Cn1nc(-c2ccccc2)c(-c2nc(-c3cccc(Cl)c3)no2)c1Cl returned HT1080 viability 2.1%.
`COC(=O)c1cc(OC)c(OC)cc1NC(=S)N1CCCC(CO)C1` (configuration not stated) gave HT1080 viability 28.6%.
Screening CCOC(=O)CSc1nc(C(C)(C)C)cc(C(F)(F)F)c1C#N returned HT1080 viability -14.1%.

An excerpt from above in order of heavy-atom count, high to low:
Screening CCCN(CCC)C(=O)CSc1nc2ccccc2c(=O)n1CC1COc2ccccc2O1 (configuration not stated) returned HT1080 viability -12.8%.
Cc1cc(-c2ccccc2)nc(N(C)NC(=O)c2ccc(Cl)cc2)c1S(C)(=O)=O was read as HT1080 viability 4.4%.
For CC1CCCCC1NC(=O)C1CCN(S(=O)(=O)c2cccc3nsnc23)CC1 (configuration not stated) the results were HT1080 viability 16.1%.
For Cc1ccc(N=C(NOC(=O)c2ccccc2)c2nonc2N)c(C)c1 the results were HT1080 viability -2.8%.
`C/C(=C\C(=O)c1ccccc1)Nc1ccc(N2CCOCC2)cc1` gave HT1080 viability -6.6%.
`CCC(=O)c1coc2ccc(O)cc12` gave HT1080 viability -13.6%.

The main list resumes; the three compounds before the break are reprinted first.
Screening Cn1nc(-c2ccccc2)c(-c2nc(-c3cccc(Cl)c3)no2)c1Cl returned HT1080 viability 2.1%.
`COC(=O)c1cc(OC)c(OC)cc1NC(=S)N1CCCC(CO)C1` (configuration not stated) gave HT1080 viability 28.6%.
Screening CCOC(=O)CSc1nc(C(C)(C)C)cc(C(F)(F)F)c1C#N returned HT1080 viability -14.1%.
For COc1cccc(-n2cnnn2)c1 the results were HT1080 viability -4.2%.
COCCNC(=O)C1CC(c2ccc(F)cc2)=NO1 (configuration not stated) was read as HT1080 viability 8.6%.
`O=C(NCC(=O)N(Cc1ccco1)C(C(=O)NC1CCCC1)c1ccncc1)c1cccs1` (configuration not stated) gave HT1080 viability -18.8%.
Screening CCN(CC)C(=O)CSc1nc(N)c2c3c(sc2n1)CC(C)CC3 (configuration not stated) returned HT1080 viability -7.1%.
`COCCN(C(=O)Cn1nnc2ccccc21)C(C(=O)NC1CCCCC1)c1ccc(OC)cc1OC` (configuration not stated) gave HT1080 viability 15.7%.
Screening O=C1NC(c2ccncc2)C(C(=O)c2cccs2)C(O)(C(F)(F)F)N1 (configuration not stated) returned HT1080 viability 2.8%.
`CCCC/C(O)=C1\C(=O)CC(C)(C)CC1=Nc1ccccc1OC` gave HT1080 viability -38.3%.
`CCOC(=O)c1nnn(-c2nonc2-n2cccc2)c1CN1CCC(C(=O)OCC)CC1` gave HT1080 viability -7.1%.
Cc1cc(Cl)c(S(=O)(=O)N(C)C)cc1OCC(N)=O was read as HT1080 viability 5.9%.
Screening Cc1nn(Cc2ccccc2Cl)c2sc(C(=O)NC(C)(C)C)cc12 returned HT1080 viability -7.8%.
CCOc1cc2[nH]c(=S)n(Cc3ccc(C(=O)NCCOC)cc3)c(=O)c2cc1OCC was read as HT1080 viability -0.1%.
`CCOc1ccc(C(=O)NC(C(=O)NCc2ccccn2)C(C)C)cc1` (configuration not stated) gave HT1080 viability -4.2%.
`CC(C)=C1SC(N2CCN(c3cccc(C)c3)CC2)=NC1=O` gave HT1080 viability -10.6%.
Screening CCOC(=O)C(=O)Nc1ccccc1C(=O)NC(C)C returned HT1080 viability 0.3%.
Cc1ccc(N(CC(N)=O)C2SC(=O)N(Cc3cccc(C(=O)O)c3)C2=O)cc1 (configuration not stated) was read as HT1080 viability -16.2%.
`Cc1csc(NC(=O)c2ccc(S(=O)(=O)N(C)c3ccccc3)cc2)n1` gave HT1080 viability -18.2%.
Screening COC(=O)c1c(NC(=O)c2ccco2)sc(C(=O)N(C)C)c1C returned HT1080 viability -18.8%.
For Cc1cccc(OC(=O)C2C(c3ccccc3)C(C(=O)O)C2c2ccccc2)c1 (configuration not stated) the results were HT1080 viability -10.5%.
For COc1ccc(NC(=O)CSc2nnc(-c3cccnc3)o2)cc1 the results were HT1080 viability 2.9%.
`COc1ccc(N/C(=C(/C(Cl)=C(Cl)Cl)[N+](=O)[O-])n2nnc3ccccc32)cc1` gave HT1080 viability 10.8%.
`Cc1ccc2cc(C(=O)O)c(C)nc2c1` gave HT1080 viability -9.4%.
Screening CCOc1cc(/C=N\NC(=O)Cn2nc([N+](=O)[O-])cc2C)ccc1OCc1cccc2ccccc12 returned HT1080 viability -1.8%.
`CC(=O)NCCOC(=O)Nc1sc(=S)n(C)c1C` gave HT1080 viability -16.2%.
For CCOc1ccc(-n2c(N)c(C(=O)NCC3CCCO3)sc2=S)cc1 (configuration not stated) the results were HT1080 viability -3.1%.
Cc1c(O)ccc(-c2[nH]ncc2-c2nc3ccccc3s2)c1O was read as HT1080 viability 5.9%.
`COC(=O)[C@@]1(Cc2ccc(F)cc2)[C@H]2c3cc(C(=O)N4CCCC4)n(CCSCCO)c3C[C@H]2CN1C(=O)c1ccccc1` gave HT1080 viability -0.9%.
Screening CC1CCCCC1NCC(=O)Nc1ccccc1-c1ccccc1 (configuration not stated) returned HT1080 viability -18.7%.
COc1ccc2oc(=O)c(C(C)=O)cc2c1 was read as HT1080 viability 7.1%.
`CC(C)Oc1ccc(C(=O)O)c(C(=O)O)c1` gave HT1080 viability -20.1%.
O=C1CC(N2CCN(Cc3ccc4c(c3)OCO4)CC2)C(=O)N1c1cccc(Cl)c1 (configuration not stated) was read as HT1080 viability -5.2%.
Screening Cc1nn(C)c(C(=O)Nc2ccc(S(=O)(=O)NC34CC5CC(CC(C5)C3)C4)cc2)c1Br returned HT1080 viability 9.5%.
Screening O=S(=O)(NCc1ccc2c(c1)OCO2)c1ccc2oc3ccccc3c2c1 returned HT1080 viability 2.0%.
Screening Cc1cn(S(=O)(=O)c2ccc(Br)cc2)cn1 returned HT1080 viability 2.8%.
For CCNc1nc(NCC)nc(OCCOC(C)=O)n1 the results were HT1080 viability -0.9%.
COc1ccc(CNS(=O)(=O)c2ccc3c(c2)CCN3C(=O)C2CC2)cc1 was read as HT1080 viability 2.3%.
For CCOC(=O)Cc1csc(NC(=O)CSc2nnc(-c3cccnc3)n2Cc2ccco2)n1 the results were HT1080 viability -0.9%.
COc1cc(/C=C2\SC(=S)N(Nc3ncc(C(F)(F)F)cc3Cl)C2=O)cc(OC)c1OC was read as HT1080 viability -10.5%.
For CS(=O)(=O)N1CCC(C(=O)Nc2ccc3c(c2)OCCO3)CC1 the results were HT1080 viability -13.6%.
For Cc1cc(C)cc(-n2c(C)cc(C(=O)CSc3nnnn3C)c2C)c1 the results were HT1080 viability 3.7%.

Screens deposited in PubChem by Sanford-Burnham Center for Chemical Genomics.

These rows are one share of the data, so the mix of outcomes need not match the whole.
